PAX8 reporter – inhibitors of PAX8-driven TPO luciferase reporter, primary screen, RMG-I cells, single concentration | SteadyGlo, 24 h | inhibition, % at 12.6 µM | actives 1.2% (n = 360,000) | AID 652154, 2013;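 active = mean replicate inhibition at least 60% with every replicate also reaching 60%; inconclusive = only one of the two criteria is met; inactive = mean below 60% and not all replicates reaching 60%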;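 note: luciferase light reporting Pax8 driven TPO promoter activity; plate controls were median of neutral control wells for no effect and mitoxantrone controls for full effect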
LGR2 antag – inhibitors of bursicon-induced LGR2 CRE-luciferase signal, primary screen, cell-based, HEK293, CRE-luciferase reporter, bursicon stimulation | Drosophila bursicon receptor LGR2 (rickets) | AID 720647, 2013 | bursicon-stimulated, 4 h | inhibition, % at 9.99 µM | actives 0.35% (n = 380,000);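 active = drop in luminescence signal, shown as inhibition above about 50% in the replicate tests, limit read from the data, passing the limit was not always enough; inconclusive = probably only some replicates passing the limit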;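 note: agonist challenge used bursicon conditioned medium at about half maximal strength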
EWS-Fli inh – EWS/Fli-driven NR0B1 reporter inhibitors, primary screen, A673 cells, NR0B1 luciferase, luminescence, MLPCN library; viability-normalised; AID 651661, 2012; inhibition, % at 12.6 µM; actives 0.67% (n = 350,000);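 active = mean inhibition of at least 50% after viability correction, with every replicate also passing that limit; inconclusive = mean reaches 50% but only one of two replicates passes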;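 note: firefly luciferase signal divided by Alamar Blue viability fluorescence both relative to DMSO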
PglD inh – C. jejuni PglD acetyltransferase inhibitors, primary screen, biochemical, DTNB colorimetric, single point; UDP-N-acetylbacillosamine N-acetyltransferase PglD (Campylobacter jejuni); purified PglD enzyme, DTNB colorimetric CoA detection; inhibition, % at 12.5 µM; actives 0.098% (n = 360,000); AID 602405, 2012; in the data active = inhibition above about 16%, passing the limit was not always enough; inconclusive = no clear call, values can overlap the other calls; note: strong numbers were not always called active
S100A4 inh HTS – inhibitors of S100A4-myosin IIA peptide binding, primary screen, biochemical, fluorescence polarization, TAMRA-MyoIIA peptide; Protein S100-A4 (Homo sapiens), P26447; inhibition, % at 10.7 µM; actives 0.14% (n = 360,000); AID 652163, 2013;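 active = mean inhibition of at least 70% across replicates, with every replicate also reaching that level; inconclusive = mean inhibition reaches 70% but some replicates fall short; inactive = mean inhibition below 70%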
Target sequence (P26447 whole entry, looked up): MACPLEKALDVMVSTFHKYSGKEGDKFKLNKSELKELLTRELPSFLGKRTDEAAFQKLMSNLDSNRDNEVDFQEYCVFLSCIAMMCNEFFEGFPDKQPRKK
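Material: S100A4 monomer (human). Medium: Calcium-containing HEPES buffer, pH 7.2. Probe or stimulus: labelled myosin peptide probe, 5 nM. Compound dosing: one concentration per compound. Timing: polarization read 5 min after assay mix addition, stable 5–60 min. Benchmarks: DMSO as neutral control, TFP as positive control.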
PGC1a acetyl inh – inhibitors of PGC1a acetylation signal, primary screen, cell-based, U2OS, AlphaScreen, inhibitor mode. AlphaScreen anti-acetyl-lysine; with virally co-expressed GCN5 acetyltransferase. inhibition, % at 15.6 µM. actives 0.17% (n = 350,000). AID 651687, 2012;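 active = every replicate shows inhibition of at least 40%; inconclusive = mean inhibition at least 40% but some replicate below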;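 note: 0% = neutral control wells and 100% = positive control wells; some results beyond the cut were filed as inactive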
FN deposit inh – inhibitors of fibronectin matrix deposition, primary screen, AH1F cells, Alexa488-fibronectin fluorescence, plate reader. AH1F fibroblasts, overnight. inhibition, % at 12.6 µM. actives 0.086% (n = 350,000). AID 743247, 2014;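 active = mean inhibition across replicates of 30% or more, regardless of how many single replicates reach that level; inconclusive = mean under 30% yet at least half of replicates reach 30%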;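 note: positive control wells lacked labelled fibronectin entirely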
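Material – AH1F fibroblast monolayer, labelled fibronectin deposition · Reagent – labelled fibronectin 24 nM · Timing – 1 h adhesion, overnight exposure · Measured by – fluorescence at 485 nm excitation, 525 nm emission · Read-out – inhibition of fibronectin deposition signal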
ERAP1 HTS inh – human ERAP1 aminopeptidase inhibitors, primary screen, biochemical, single point, plate reader | recombinant ERAP1, Leu-AMC fluorescence, 60 min | Endoplasmic reticulum aminopeptidase 1 (Homo sapiens), Q9NZ08 | inhibition, % at 10.7 µM | actives 0.15% (n = 340,000) | AID 652197, 2013;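 active = mean replicate inhibition of at least 30%, or all replicates individually reaching that 30% level; inactive = mean below 30% and not every replicate reaching it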;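 note: 0% = neutral control wells and 100% = L-leucinethiol positive control wells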
Target sequence (Q9NZ08 whole entry, looked up): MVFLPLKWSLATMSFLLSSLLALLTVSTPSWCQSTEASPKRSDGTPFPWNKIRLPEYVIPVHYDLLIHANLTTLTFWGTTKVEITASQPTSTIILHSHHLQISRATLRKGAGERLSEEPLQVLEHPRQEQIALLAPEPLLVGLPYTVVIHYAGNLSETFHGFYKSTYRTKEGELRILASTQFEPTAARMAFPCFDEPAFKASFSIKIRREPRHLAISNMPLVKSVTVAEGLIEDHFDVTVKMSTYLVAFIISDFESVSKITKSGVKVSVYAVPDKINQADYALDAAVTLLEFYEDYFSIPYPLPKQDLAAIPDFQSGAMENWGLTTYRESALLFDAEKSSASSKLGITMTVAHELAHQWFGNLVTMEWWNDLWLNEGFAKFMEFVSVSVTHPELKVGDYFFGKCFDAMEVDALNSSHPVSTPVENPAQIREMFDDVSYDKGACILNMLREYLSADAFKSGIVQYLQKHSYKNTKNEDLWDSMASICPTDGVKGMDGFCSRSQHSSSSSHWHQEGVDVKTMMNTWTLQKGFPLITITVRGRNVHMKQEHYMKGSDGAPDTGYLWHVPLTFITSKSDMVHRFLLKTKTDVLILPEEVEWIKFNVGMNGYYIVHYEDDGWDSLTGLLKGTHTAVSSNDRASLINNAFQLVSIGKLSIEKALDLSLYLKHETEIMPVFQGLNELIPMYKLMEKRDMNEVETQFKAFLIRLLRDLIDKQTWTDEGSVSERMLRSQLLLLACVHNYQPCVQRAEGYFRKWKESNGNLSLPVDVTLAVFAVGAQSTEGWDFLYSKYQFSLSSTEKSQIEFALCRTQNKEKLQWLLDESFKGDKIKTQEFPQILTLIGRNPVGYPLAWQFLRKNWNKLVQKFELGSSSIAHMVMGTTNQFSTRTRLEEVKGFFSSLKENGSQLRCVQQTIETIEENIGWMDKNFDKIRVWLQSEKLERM
Starred values were filed as active, the others as inactive; ? = inconclusive; . = no result given.

SMILES	PAX8 reporter	LGR2 antag	EWS-Fli inh	PglD inh	S100A4 inh HTS	PGC1a acetyl inh	FN deposit inh	ERAP1 HTS inh
CCOC(=O)C1C(=O)C=C(c2ccc(C)cc2)CC1c1ccccc1 (centres undefined)	6	-1	-2	.	3	.	-9	0
COc1ccc(C(=O)N/C(=C\c2ccc([N+](=O)[O-])cc2)C(=O)NC(CCSC)C(=O)O)cc1 (centres undefined)	-2	-9	-3	.	0	3	-7	2
CCc1ccccc1N(C(=O)c1snc(C(N)=O)c1N)C(C(=O)NCC1CCCO1)c1ccc(C)o1 (centres undefined)	-3	2	.	-1	5	-23	1	-26
Nc1nc(N2CCCCC2)c2ncn(C3OC(CO)C(O)C3O)c2n1 (centres undefined)	8	0	2	-7	0	.	4	-3
CN(CC(=O)NCCCN1CCOCC1)S(=O)(=O)c1ccc(Cl)cc1	.	2	3	-1	8	-17	9	0
Cc1ccc(N/N=C(/Sc2nnnn2-c2ccccc2)C(=O)c2ccccc2)cc1	20	17	-1	-2	4	-6	-1	0
COc1ccc(S(=O)(=O)N2CCN(C(=O)CSC(=S)N3CCCC3)CC2)cc1	3	-10	7	1	0	-4	0	-2
O=C(N/N=C/c1ccc(Cl)cc1)C(=O)N1CCCCCC1	-18	14	5	6	-1	.	6	0
COCC#Cc1cnc2c(c1)C(=O)N([C@H](C)CO)C[C@H](C)[C@@H](CN(C)C(=O)CN1CCOCC1)O2	-29	-11	-4	-2	15	12	9	0
CCc1cccc(C)c1N1C(=O)CC(C)(C)CC1=O	-13	3	9	.	5	.	6	-2
CCn1cc(C(=O)NCCc2ccccc2)c(=O)c2cc(F)c(N3CCN(C)CC3)cc21	-6	.	.	-2	.	-25	6	.
CC(NCc1cccnc1)c1ccccc1 (centres undefined)	21	-2	8	-3	-5	.	1	-2
COc1cc(/C=C(\NC(=O)c2ccccc2)C(=O)NC(C(=O)O)c2ccccc2)cc(OC)c1OC (centres undefined)	.	1	7	0	2	4	.	.
Cc1ccc(S(=O)(=O)N(C)C[C@@H]2Oc3c(NC(=O)c4cnccn4)cccc3C(=O)N([C@H](C)CO)C[C@@H]2C)cc1	-7	-2	11	-1	-3	-7	.	2
CCOCCOc1cccc(C(=O)NC(c2ccccc2)C(C)C)c1 (centres undefined)	13	-7	-3	.	0	.	-6	.
Cc1ccc(S(=O)(=O)Nc2c(C)n(C)n(-c3ccccc3)c2=O)c(C)c1	-9	0	10	4	7	5	1	3
C[C@@H]1CCCCO[C@H](CN(C)Cc2ccc(Cl)c(Cl)c2)[C@@H](C)CN([C@H](C)CO)C(=O)c2cc(NS(=O)(=O)c3ccc(F)cc3)ccc2O1	21	-10	-4	6	-4	-10	2	2
Clc1ccccc1C1=CC(c2ccco2)n2nnnc2N1 (centres undefined)	14	.	2	.	-1	.	9	-1
C[C@H](CO)N1C[C@H](C)[C@H](CN(C)S(=O)(=O)c2cccc(F)c2)OCc2ccccc2-c2ccccc2C1=O	23	-17	-9	.	.	23	-1	.
CN(c1ccccc1)c1nc(N)c([N+](=O)[O-])c(NCCO)n1	-22	2	9	.	-1	.	3	5
CCc1ccc(NC(=O)c2cnccn2)cc1	-8	36	20	-4	-17	.	-1	-2
CC(C)(CN1CCNCC1)NS(=O)(=O)c1ccc(Cl)cc1	29	18	27	-1	-4	-32	2	-1
COc1cccc(OC2OC3COC(C)(C)OC3C(O)C2NC(C)=O)c1 (centres undefined)	20	4	-5	1	-5	7	6	.
COc1ccc(CNC(=O)C[C@H]2C(=O)N(Cc3ccccc3)C[C@@H]2Cc2ccccc2)cc1	23	6	2	-5	-6	-9	1	0
COC(CNC(=O)c1ccc2c(c1)ncn2-c1cc(C)cc(C)c1)OC	-11	-15	4	-5	6	3	-3	-1
SMILES	PAX8 reporter	LGR2 antag	EWS-Fli inh	PglD inh	S100A4 inh HTS	PGC1a acetyl inh	FN deposit inh	ERAP1 HTS inh
CNS(=O)(=O)c1ccc2c(c1)oc(=O)c1cc(S(=O)(=O)NC)ccc12	18	5	-2	.	5	.	.	-1
COc1ccc(CCNC(=O)C(C)n2nc(C)c3c(C)n(-c4ccc(C)cc4)nc3c2=O)c(OC)c1 (centres undefined)	58	4	.	-3	2	0	0	0
CCCNC(=O)NC[C@H]1[C@H](c2ccc(C3=CCCCC3)cc2)[C@H](CO)N1C(C)=O	-8	-4	1	0	-16	6	7	-2
O=c1c2ccccc2cnn1Cc1ccc(Br)cc1F	-2	-37	-20	-7	0	7	-1	-4
COc1ccc(C(CC(=O)O)c2cc(OC)c(OC)c(OC)c2)cc1OC (centres undefined)	-2	2	-2	.	-3	1	-1	0
COC(=O)[C@@]12C[C@@H](CC(=O)N3CCN(C(=O)c4ccco4)CC3)C(=O)N(Cc3ccco3)C1=CCC(C)(C)C2	87*	-10	0	.	-3	.	-14	-5
COc1ccc(OC)c(S(=O)(=O)N2CCCC(C(=O)NCc3ccccn3)C2)c1 (centres undefined)	9	3	2	-8	-2	.	-2	0
O=C(Cn1ncc(Cl)c(Cl)c1=O)NC(=O)NC1CCCCC1	91*	96*	62*	.	5	?	5	-2
CC(=O)N1CCOc2ccc(S(=O)(=O)N3CCC(C(=O)Nc4ccc(C)cc4C)CC3)cc21	4	-5	9	2	11	-2	5	0
COc1ccc(NC(C)=O)cc1S(=O)(=O)N1CCN(C(=O)c2ccccc2F)CC1	-3	8	6	0	3	-2	-1	3
CCN(CC)CCN1C(=O)C(=O)/C(=C(/O)c2ccc(S(=O)(=O)N3CCOCC3)cc2)C1c1ccc(Cl)cc1 (centres undefined)	-6	-19	-7	3	-11	.	-3	0
O=C(C[C@@H]1CC[C@H]2[C@@H](COC[C@H](O)CN2C(=O)Nc2ccc(Cl)c(Cl)c2)O1)NC1CCC1	21	9	-8	0	-7	-1	0	-3
COc1ccc(C(=O)Nc2cc3c(cc2C(=O)O)OCCCO3)c(OC)c1	-13	-1	.	-9	3	-4	-8	0
CS(=O)(=O)c1ccc(Cl)c(NC(=O)COC(=O)CNC(=O)c2ccc3ccccc3c2)c1	4	2	4	4	-3	-24	13	-7
CCc1cc2c(=O)c(-c3nc4ccccc4[nH]3)coc2cc1OC(=O)N1CCOCC1	-49	.	.	-1	.	5	2	.
CCN(CC)C(=O)CSc1n[nH]c(=S)n1N	5	-4	-3	2	-10	-4	-5	-1
CCC(=O)N1CC[C@@H]2[C@H]1c1cc(-c3cccc(OC)c3)ccc1N(C)[C@@H]2CO	-8	-13	-15	2	-3	-14	7	-2
COc1ccc(C(CNC(=O)CNC(=O)c2cccc(Cl)c2)N2CCCC2)cc1 (centres undefined)	-6	6	3	3	-3	1	-21	3
COC(=O)[C@@H]1[C@@H](CO)[C@@H]2Cn3c(ccc(C4=CCCCC4)c3=O)[C@@H]2N1CC1CCCCC1	-3	0	1	0	.	.	.	.
CN1CCN2c3ncccc3Cc3ccccc3C2C1 (centres undefined)	-1	-9	1	-4	6	-1	.	0
COc1ccc(NC(=O)Nc2ccc3c(c2)C(=O)N([C@@H](C)CO)C[C@@H](C)[C@H](CN(C)C(=O)Nc2ccccc2)OCCCC[C@H](C)O3)cc1	6	16	-19	4	1	-13	6	4
COc1ccc(/C=C/C(=O)Oc2cc(O)cc(O)c2)cc1	24	-44	-7	.	2	.	-1	2
Cc1ccc(N(C)S(=O)(=O)c2cccc(C(=O)NC3CC(C)(C)NC(C)(C)C3)c2)cc1	4	-10	-17	1	2	.	-1	0
N#C[C@H]1[C@H](c2ccc(C#CCC3CCCC3)cc2)[C@@H](CO)N1C(=O)c1ccccn1	1	-18	14	-2	5	-19	-8	-4
CC(=O)COc1ccc2c(c1C)O/C(=C\c1ccco1)C2=O	-139	-16	-54	-4	-4	-7	-2	-1
SMILES	PAX8 reporter	LGR2 antag	EWS-Fli inh	PglD inh	S100A4 inh HTS	PGC1a acetyl inh	FN deposit inh	ERAP1 HTS inh
C[C@@H]1CN([C@@H](C)CO)C(=O)c2cc(NC(=O)C3CC3)ccc2O[C@@H]1CN(C)C(=O)Nc1ccc(C(F)(F)F)cc1	.	-1	-9	-1	-6	-5	.	-1
COc1cccc(NC(=O)C2C3C=CC(O3)C2C(=O)O)c1 (centres undefined)	3	12	7	1	15	14	4	1
CC(C)(C)C(=O)N1CCN(CCN2C(=O)c3cccc4cccc(c34)C2=O)CC1	8	0	-10	2	15	-4	1	-1
C=CCNC(=O)COc1cc(C)cc(C)c1C	7	10	12	0	2	4	.	6
C[C@@H]1CCCCO[C@@H](CN(C)C(=O)CCCN(C)C)[C@H](C)CN([C@@H](C)CO)C(=O)c2cc(NC(=O)Nc3cccc4ccccc34)ccc2O1	5	-1	-12	3	8	15	.	2
COCC(=O)Nc1ccc2c(c1)[C@H]1C[C@H](CC(=O)NCc3ccccc3OC)O[C@H](CO)[C@H]1O2	.	-4	-2	-1	-14	0	2	-4
NC(=O)CCC1NC(=S)N(Cc2ccccc2)C1=O (centres undefined)	5	-6	11	.	1	1	.	-2
O=C(Cc1ccncc1)Nc1ccc2c(c1)[C@H]1C[C@@H](CC(=O)NC3CCCCC3)O[C@@H](CO)[C@H]1O2	-3	-9	7	1	4	-20	.	-2
CSc1ccc(/C=C2\NC(=O)NC2=O)cc1	-39	-29	-24	-1	2	0	1	-1
COc1ccc(/C=C(/NC(=O)c2ccco2)C(=O)NCCc2ccccc2)cc1	1	4	.	2	16	0	6	-2
CCOC(=O)NC1(C(F)(F)F)NC(=O)N(c2cccc(C(F)(F)F)c2)C1=O (centres undefined)	-17	2	0	5	3	.	2	-2
C#CCN1C(C)=CC(=O)[C@@H](O)[C@H]1c1ccccc1Br	-5	3	-9	-3	20	.	-1	0
COc1ccc(Cl)cc1NC(=O)C1CC(c2ccccc2Cl)=NO1 (centres undefined)	-18	.	4	5	1	6	-2	2
COc1ccc(CN(C)C[C@@H]2Oc3ccc(NS(=O)(=O)c4ccc(F)cc4)cc3C(=O)N([C@@H](C)CO)C[C@@H]2C)cc1	4	12	0	3	4	0	.	-4
Cc1ccc(S(=O)(=O)c2ccc(NC(=O)c3c(F)cccc3F)cc2)cc1	-18	.	13	-2	-2	-18	9	0

A portion from further up, as a working copy:
SMILES	PAX8 reporter	LGR2 antag	EWS-Fli inh	PglD inh	S100A4 inh HTS	PGC1a acetyl inh	FN deposit inh	ERAP1 HTS inh
CCOC(=O)C1C(=O)C=C(c2ccc(C)cc2)CC1c1ccccc1 (centres undefined)	6	-1	-2	.	3	.	-9	0
COc1ccc(C(=O)N/C(=C\c2ccc([N+](=O)[O-])cc2)C(=O)NC(CCSC)C(=O)O)cc1 (centres undefined)	-2	-9	-3	.	0	3	-7	2
CCc1ccccc1N(C(=O)c1snc(C(N)=O)c1N)C(C(=O)NCC1CCCO1)c1ccc(C)o1 (centres undefined)	-3	2	.	-1	5	-23	1	-26
Nc1nc(N2CCCCC2)c2ncn(C3OC(CO)C(O)C3O)c2n1 (centres undefined)	8	0	2	-7	0	.	4	-3

Compound activity: PubChem BioAssay, Broad Institute
